WT yeast gro inh: growth inhibition of WT yeast, mitochondrial fusion screen. mitochondrial fusion phenotypic screen, WT strain. inhibition, % at 10 µM. 190,000 compounds, 2.1% hits. AID 1362; in the data active means inhibition above about 58%; tested in S. cerevisiae
AID2073: inhibitors of Mint1-CaV2.2 protein interaction, biochemical, HTRF (AID 2073). HTRF protein-protein interaction, Mint1-CaV2.2; higher % means a stronger effect. inhibition, % at 20 µM; hits with a dose series show IC50 in µM. 290,000 compounds, 0.19% hits; in the data active means inhibition mostly above about 51%, no sharp cut-off; inconclusive means no clear call, values can overlap the other calls; inactive means mostly below about 53%; further: some results filed as inactive read as strong as hits
Autophagy HCS: alters autophagy in cells | MEF GFP-LC3 puncta imaging; test concentration mostly 10 µM | calls only at 10 µM (by protocol) | 190,000 compounds, 0.98% hits | AID 463193;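 active means percentage of spot-positive cells more than 3 SD above its plate mean, without a fluorescence outlier flag or 80% toxicity; inconclusive means no clear call, values can overlap the other calls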;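 further: spot-positive cell cutoff set from DMSO-treated cells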
HIV fusion peptide: cell-free HIV fusion peptide-binding blockers – biochemical, uHTS, fluorescence dequenching, primary screen (AID 1986) | inhibition, % at 20 µM; hits with a dose series show IC50 in µM | cell-free peptide binding, fluorescence dequenching, 30 min; higher % means a stronger effect | 290,000 compounds, 0.3% hits; in the data active means inhibition mostly above about 52%, no sharp cut-off; inactive means mostly below about 76%; further: some results filed as inactive read as strong as hits
Ins promoter up: MIN6 insulin promoter up-regulation; MIN6 insulin promoter-GFP reporter, high-content imaging; active compounds read high; 190,000 compounds, 0.3% hits; z-score at 5 µM;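 active means z-score above 3 at 5 µM with at least 500 cells counted in the well; inconclusive means wells under 500 cells, flagged as cytotoxic or low count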
MT stabilize HCS: microtubule stabilizers in HeLa cells; HeLa tubulin immunostaining HCS, 24 h; share of cells brighter than vehicle mean+2SD; % tubulin-high responders, % at 10 µM; 200,000 compounds, 0.83% hits;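 active means plate Z-score above 3 for both tubulin-high and condensed-nucleus cell shares, with cell loss under 80%, at 10 µM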;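 further: anti alpha tubulin signal scored within the nucleus-defined area of each cell; some results filed as inactive read as strong as hits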
b-catenin transl: modulators of beta-catenin nuclear translocation; HeLa beta-catenin nuclear translocation, immunofluorescence imaging; nuclear translocation activity, % at 5 µM; 190,000 compounds, 0.3% hits; AID 1665;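 active means nuclear translocation activity above 50% at 5 µM, with a well cell count of 50 or more; inconclusive means wells under 50 cells across six images, flagged as toxic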;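 further: per-cell ratio of nuclear to cytoplasmic median beta-catenin stain intensity; plate controls were DMSO negative control for no effect and GSK-3 inhibitor IX positive control for full effect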
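System: Human HeLa cells, endogenous beta-catenin | Compound dosing: 5 µM primary, 0.02–20 µM confirmation | Timing: 24 h compound exposure at 37°C, 5% CO2 | Measured by: Fluorescence imaging of beta-catenin antibody stain plus DAPI | Read-out basis: % activation of per-cell nuclear versus cytoplasmic median beta-catenin signal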
Yfh1-off respiration: mitochondrial function rescue without frataxin homolog – Friedreich's ataxia, plus single-dose screen, dose response (AID 1465). S. cerevisiae Yfh1-off respiration, WST-1 reduction, 72 h; higher fold induction means a stronger effect. one-dose fold induction at 50 µM; EC50 in µM for titrated hits. 220,000 compounds, 0.074% hits;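 active means fold induction of absorbance versus untreated yeast above a set limit, then at least 30% activation at any dose in follow-up; inconclusive means repeats straddling the limit, or above it without dose testing; inactive means fold induction below the set limit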;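 further: activators that raise dye reduction in frataxin-depleted yeast; strong numbers were not always called active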
Dynein transport: dynein cargo transport inhibition; AID 1381; 3617.4 mouse cells, GR-EGFP nuclear translocation imaging; test concentration mostly 20 µM; stimulated with dexamethasone, 1 µM; active compounds read low; 220,000 compounds, 0.47% hits; z-score, hits read low;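 active means plate z-score of nuclear minus cytoplasmic receptor signal below a set negative limit, without overly bright fluorescence or cell loss, cut at about -3.5 in these data, passing the limit was not always enough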;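 further: z-score of nuclear minus cytoplasmic ring GR-EGFP intensity difference per well; some compounds called inactive have numbers as strong as hits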
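Also added – dexamethasone, 1.0 µM final · Buffer or medium – tet-free, stripped-serum medium · Schedule – induction 48 h, compound 1 h, agonist 30 min · Detection – formaldehyde fixation, Hoechst nuclear stain, 10x automated fluorescence imaging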
WT yeast gro inh mutant strain: further read-out of WT yeast gro inh, marked with its call; inhibition, %; mitochondrial fusion phenotypic screen, mutant strain inhibition
Dynein transport cytoplasmic EGFP: second read-out of Dynein transport, no call of its own (marks repeat the call); z-score; measured here: cytoplasmic GR-EGFP intensity; active compounds read high
Dynein transport nuclear GR-EGFP: also measured in Dynein transport; calls as there; z-score; measured here: nuclear GR-EGFP intensity;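 lower value marks the stronger effect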
Dynein transport cell count: also measured in Dynein transport; calls as there; z-score; measured here: cell count per field
Ins promoter up cell count: also measured in Ins promoter up; calls as there; cell count; measured here: cytotoxicity, nuclei count;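 total cells summed across four imaged fields per well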
b-catenin transl cell count 5 µM: second read-out of b-catenin transl, no call of its own (marks repeat the call); cell count; measured here: cell count, cytotoxicity flag
MT stabilize HCS Hoechst-high %: further read-out of MT stabilize HCS, marked with its call; % Hoechst-high responders; measured here: nuclear condensation Hoechst responders;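 share of cells brighter than vehicle mean plus two SD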
MT stabilize HCS cytotoxicity %: recorded beside MT stabilize HCS, whose call it bears; toxicity, %; measured here: cytotoxicity by cell density;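 0% = mean cell density of plate MIN control wells and 100% = no cells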
Autophagy HCS cell loss 18 h: second read-out of Autophagy HCS, no call of its own (marks repeat the call); toxicity, %; measured here: cell loss, nuclei count;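 cell loss after 18 h compound exposure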
The depositor's hits bear a star; i = inactive; ? = inconclusive; . = no result given. Compounds as they come. About 4.2% of those tested had a hit in this group.

SMILES	WT yeast gro inh	WT yeast gro inh mutant strain	AID2073	Autophagy HCS	Autophagy HCS cell loss 18 h	HIV fusion peptide	Ins promoter up	Ins promoter up cell count	MT stabilize HCS	MT stabilize HCS Hoechst-high %	MT stabilize HCS cytotoxicity %	b-catenin transl	b-catenin transl cell count 5 µM	Yfh1-off respiration	Dynein transport	Dynein transport cytoplasmic EGFP	Dynein transport nuclear GR-EGFP	Dynein transport cell count
CC(=O)NC(CC(C)C)C(=O)NC(Cc1ccccc1)C(N)=O (stereo not drawn)	12	4	18%	i	-3	-1.4%	0.54	956	1.5	2.0	1.4	-3.4	793	i	-1.3	-0.15	-0.92	0.6
O=C(c1ccccc1/S(=N/S(=O)(=O)c1ccccc1)N1CCOCC1)N1CCOCC1 (stereo not drawn)	-3	1	0%	i	-6	-0.1%	-1.2	934	6.5	4.0	2.2	-3.3	1120	i	0.12	-0.27	0.13	-0.24
Cc1ccc(NC(=O)CN(C)C(=O)CSc2nnc(C(F)(F)F)n2C)cc1	-3	-5	-7%	i	3	-0.5%	0.37	1049	2.1	1.6	9.5	-1.4	1102	i	-0.38	-0.19	-0.034	0.9
CCC1=NN(C(=O)Cc2ccc([N+](=O)[O-])cc2)C(O)(c2ccc(Br)cc2)C1 (stereo not drawn)	17	3	1%	i	-2	-2.1%	0.94	1209	4.6	2.0	9.3	-3.7	557	i	-0.27	-0.06	-0.36	-0.15
CCO[C@H]1OC(C(=O)N2CCN(Cc3ccc4c(c3)OCO4)CC2)=C[C@@H](c2ccc3c(c2)OCO3)[C@@H]1CCCO	-5	11	-7%	i	11	-1.1%	1.6	1397	2.1	0.7	3.4	-0.3	1096	i	0.16	-0.23	0.41	-0.25
CC(C)(C)SCCNS(=O)(=O)c1ccc(Cl)cc1	7	17	3%	i	12	-1.4%	.	.	2.4	2.6	4.1	0.1	1559	i	-0.49	-0.15	-0.034	0.77
COC(=O)C1CC(c2c(OC)cc(OC)cc2OC)=NO1 (stereo not drawn)	-5	-6	-1%	i	13	2.3%	.	.	3.8	1.7	4.7	-1.2	1146	i	2.2	0.41	0.91	-0.7
N#Cc1c(/N=C/c2ccccc2)oc(-c2ccccc2)c1-c1ccccc1	0	-20	15%	i	-5	5.7%	-0.18	1003	2.0	2.4	7.4	-0.4	1066	i	0.33	-0.24	0.18	0.82
CCOC(=O)c1oc2ccccc2c1NC(=O)c1ccc(Cl)s1	-10	-18	6%	i	-2	-3.0%	-0.33	2007	2.0	4.5	12	-0.7	1051	i	-0.4	-0.11	-0.011	-0.48
Cc1cc2nc(-c3cccnc3SCC(=O)NC3CC3)[nH]c2cc1C	22	15	11%	i	-9	0.3%	-0.7	1421	3.1	1.2	7.1	0.7	1045	i	0.32	-0.27	0.44	-0.78
CCCCc1c(O)cc(C)[nH]c1=O	.	.	10%	.	.	-0.3%	0.28	1395	.	.	.	-1.0	1050	i	0.73	-0.28	0.23	-0.61
COc1cc(C2Nc3ccccc3C(=O)N2c2ccccc2)c(Br)cc1OCC(=O)O (stereo not drawn)	-1	-1	34%	i	5	5.0%	0.04	1136	2.2	3.1	7.0	.	.	i	-0.24	-0.31	-0.47	0.48
Oc1ccccc1/C=N/Nc1nn[nH]n1	.	.	36%	.	.	5.7%	0.06	1085	.	.	.	1.3	1226	i	-0.27	-0.21	-0.16	-0.27
COCCN(C(=S)Nc1ccccc1C)C(C)c1ccco1 (stereo not drawn)	.	.	-19%	.	.	-0.3%	0.2	1079	.	.	.	1.4	1408	i	0.048	-0.19	0.95	-1.1
CCc1[nH]c(=O)c(C#N)c2c1CCCC2	2	10	0%	i	1	-0.1%	0.33	1267	2.2	1.8	5.5	-0.3	999	.	-0.21	-0.074	-0.089	0.69
CCOC(=O)CCCNS(=O)(=O)c1c(C)ccc2nsnc12	-5	3	20%	i	-14	-0.4%	.	.	4.5	2.9	6.1	-0.1	1213	i	0.44	-0.27	0.29	0.63
Cc1cc(C)n(-c2nc(Nc3ccccc3C)nc(-n3nc(C)cc3C)n2)n1	9	14	7%	i	-3	2.8%	-0.44	1538	3.5	2.1	6.7	0.0	1360	i	0.06	-0.066	-0.59	0.023
O=[N+]([O-])/C(C(Cl)=C(Cl)Cl)=C(\Nc1ccc(F)cc1)n1cncn1	2	-14	?	i	-6	-0.6%	0.76	863	1.0	1.3	16	.	.	i	-0.21	-0.35	-0.13	0.084
O=C(N/N=C\c1cccnc1)c1cc(-c2ccc(Cl)s2)[nH]n1	3	5	7%	i	1	42%	-0.48	1180	1.9	2.0	0.8	0.9	1037	i	-0.31	-0.2	-0.14	0.23
CC(C)(C)n1ncc2c(=O)n(CC(=O)Nc3ccc4c(c3)OCO4)cnc21	4	-34	-6%	i	-7	-1.4%	0.48	1469	2.4	2.3	5.2	0.1	1497	i	-0.35	-0.22	-0.071	0.22
Cc1nc2ccccn2c1/C(O)=C1\C(=O)C(=O)N(CCCn2ccnc2)C1c1ccncc1 (stereo not drawn)	-8	22	-16%	i	-6	-1.2%	0.55	1218	1.5	1.6	10	2.4	1406	i	-0.062	-0.18	-0.0098	0.066
CC(C)NC(=O)CSc1nnc(-c2ccc3ncccc3c2)n1C	.	.	-1%	.	.	0.5%	0.06	1072	.	.	.	-1.1	1283	i	-0.24	-0.21	0.24	0.093
COC(=O)c1cc(-c2cccs2)[nH]n1	-20	3	0%	i	7	-0.4%	0.12	1478	4.0	2.1	10	0.1	1530	i	-0.47	-0.29	-0.23	0.04
O=C(c1cc2ccccc2o1)N(C1CC1)C1(C(=O)Nc2ccccc2)CCCC1	72*	42*	0%	i	-2	0.2%	.	.	2.4	1.9	6.3	2.5	1004	i	-0.68	-0.33	-0.054	0.36
Cn1c(=O)[nH]c(=O)c2cc(C(=O)c3cc(F)ccc3O)cnc21	4	8	11%	i	3	1.2%	1.9	1283	2.1	1.7	5.0	-0.7	1041	i	0.063	-0.091	0.22	-0.19
SMILES	WT yeast gro inh	WT yeast gro inh mutant strain	AID2073	Autophagy HCS	Autophagy HCS cell loss 18 h	HIV fusion peptide	Ins promoter up	Ins promoter up cell count	MT stabilize HCS	MT stabilize HCS Hoechst-high %	MT stabilize HCS cytotoxicity %	b-catenin transl	b-catenin transl cell count 5 µM	Yfh1-off respiration	Dynein transport	Dynein transport cytoplasmic EGFP	Dynein transport nuclear GR-EGFP	Dynein transport cell count
O=C(CN1C(=O)C2CC=CCC2C1=O)Nc1nc2ccccc2s1 (stereo not drawn)	-21	7	4%	i	-5	-1.6%	0.24	1209	1.4	1.7	4.1	-0.4	1063	i	0.48	-0.16	0.2	-1.3
CCCCN(C(=O)NC(=O)C1=C(N2CCOCC2)/C(=C/c2ccccc2)CC1)S(C)(=O)=O	12	-1	10%	i	15	0.5%	0.03	1045	4.6	2.0	9.4	2.4	1116	.	-1.6	0.054	-0.28	0.62
CC(=O)Nc1ccc(S(=O)(=O)N(C)CCOCc2ccccc2)cc1	-16	-19	3%	i	21	-2.3%	-3	650	1.9	1.4	7.3	2.7	922	i	0.078	-0.19	0.26	0.47
CCN(C(=O)COC(=O)c1nn(-c2ccccc2)c(=O)c2ccccc12)C1CCS(=O)(=O)C1 (stereo not drawn)	.	.	-5%	.	.	-2.3%	0.13	1101	.	.	.	-0.2	1277	i	-0.59	-0.18	0.3	-0.78
O=C(OC1CCN(c2ncc(C(F)(F)F)cc2Cl)CC1)c1ccc(Cl)cc1	15	7	-2%	i	-3	0.7%	0.92	1503	1.7	1.4	8.5	-1.7	1377	i	-0.35	-0.18	-0.32	0.89
Cn1c(C2CC(=O)N(Cc3ccccc3)C2)nc2ccccc21 (stereo not drawn)	2	-6	7%	i	2	-1.1%	-0.44	2224	2.1	3.4	8.8	-2.2	1136	i	-0.56	-0.29	-0.32	1.1
CCOC(=O)c1sc(NNC(=O)c2ccc(F)cc2)nc1C	.	.	-20%	.	.	2.3%	-0.37	1159	.	.	.	-0.4	1234	i	0.15	-0.22	0.6	-1.2
CCOC(=O)c1ccc(NC(=O)c2ccccc2)cc1	-8	4	-2%	i	31	1.0%	-0.15	1087	1.9	0.8	8.7	2.7	1180	i	-0.47	-0.22	0.36	1.3
Cc1nn(Cc2c(F)cccc2Cl)c(C)c1[N+](=O)[O-]	-6	-6	6%	i	-34	2.4%	-1.4	1350	1.5	1.2	8.5	-1.6	1146	i	-0.095	-0.079	-0.071	-0.4
N#C/C(=C\c1cc([N+](=O)[O-])ccc1Cl)C(N)=O	-22	8	-2%	i	-9	-1.5%	-0.47	1325	3.3	3.3	11	-1.1	1156	i	0.94	-0.11	0.71	-2.2
Cc1nnc(SCC(=O)Nc2nc3ccccc3s2)n(N)c1=O	-37	-21	2%	i	-13	0.8%	-0.2	1369	1.9	2.5	2.0	0.0	1096	i	0.54	-0.23	0.21	0.11
CC1(C)Cc2[nH]c(=O)c(C#N)cc2CS1	-27	29	-4%	i	-5	1.6%	0.17	1013	4.2	2.8	8.6	-0.7	1126	i	-0.022	-0.26	0.45	-1.1
O=C(CN1CCCC1)Nc1cc(F)ccc1F	0	16	8%	i	1	-1.3%	0.61	1187	4.9	1.9	9.5	-1.4	1116	i	0.18	-0.28	0.38	0.11

Screening results as filed in PubChem BioAssay.
